# Screening results from PubChem.
# Rtt109 Vps75: inhibitors of C. albicans Rtt109/Vps75 HAT, primary screen, biochemical, ThioGlo CoA-SH fluorescence, plate reader; Histone acetyltransferase RTT109 (Candida albicans (strain SC5314 / ATCC MYA-2876)), …; purified Rtt109/Vps75, 4 h; inhibition, % at 34.9 µM; 330,000 compounds, 0.16% hits;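 active = inhibition of at least 50% in every replicate; inconclusive = best replicate reaches 50% inhibition but some replicates fall short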
# Target sequence (Q5AAJ8 whole entry, looked up): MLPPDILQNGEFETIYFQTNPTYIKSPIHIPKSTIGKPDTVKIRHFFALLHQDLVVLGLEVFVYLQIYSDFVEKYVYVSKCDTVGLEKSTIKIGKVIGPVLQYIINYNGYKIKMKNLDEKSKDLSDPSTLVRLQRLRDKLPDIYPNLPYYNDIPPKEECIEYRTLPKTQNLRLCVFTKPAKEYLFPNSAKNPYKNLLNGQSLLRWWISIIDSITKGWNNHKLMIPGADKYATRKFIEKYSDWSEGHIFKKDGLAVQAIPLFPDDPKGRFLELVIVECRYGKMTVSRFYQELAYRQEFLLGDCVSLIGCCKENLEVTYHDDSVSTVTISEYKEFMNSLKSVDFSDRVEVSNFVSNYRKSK
# phage Ecoli inh: growth loss of phage-infected E. coli, primary screen, RecBCD inhibitor project, absorbance, with phage, HTS. inhibition, % at 11.9 µM. 360,000 compounds, 0.26% hits; in the data active = inhibition above about 11%
# PfHsp90 yeast 2: growth inhibition of PfHsp90-expressing yeast, primary screen, antimalarial PfHsp90 inhibitor project, S. cerevisiae, BacTiter-Glo luminescence, single point, set 2; AID 504621, 2011; inhibition, % at 9.4 µM; BacTiter-Glo ATP, 48 h; yeast lacking PDR1 and PDR3 efflux regulators; 310,000 compounds, 0.32% hits;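 active = every replicate shows inhibition above about 80%, whatever the replicate mean, limit read from the data; inconclusive = mean inhibition reaches the set limit but some replicate falls short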;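 also: 0% = DMSO neutral controls and 100% = 20 µM radicicol positive controls; yeast relying on Plasmodium falciparum Hsp90 in place of its own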
# DAGLB inhibitor: DAGLB lipase inhibitors, primary screen, biochemical, fluorescence, HTS | Diacylglycerol lipase-beta (Homo sapiens), Q8NCG7 | HEK293T DAGLB membrane lysate, EnzChek fluorogenic substrate | inhibition, % at 5.17 µM | 340,000 compounds, 0.059% hits | AID 504411, 2011; in the data active = inhibition above about 34%;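 also: 0% = enzyme with vehicle and 100% = wells lacking enzyme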
# Target sequence (Q8NCG7 whole entry, looked up): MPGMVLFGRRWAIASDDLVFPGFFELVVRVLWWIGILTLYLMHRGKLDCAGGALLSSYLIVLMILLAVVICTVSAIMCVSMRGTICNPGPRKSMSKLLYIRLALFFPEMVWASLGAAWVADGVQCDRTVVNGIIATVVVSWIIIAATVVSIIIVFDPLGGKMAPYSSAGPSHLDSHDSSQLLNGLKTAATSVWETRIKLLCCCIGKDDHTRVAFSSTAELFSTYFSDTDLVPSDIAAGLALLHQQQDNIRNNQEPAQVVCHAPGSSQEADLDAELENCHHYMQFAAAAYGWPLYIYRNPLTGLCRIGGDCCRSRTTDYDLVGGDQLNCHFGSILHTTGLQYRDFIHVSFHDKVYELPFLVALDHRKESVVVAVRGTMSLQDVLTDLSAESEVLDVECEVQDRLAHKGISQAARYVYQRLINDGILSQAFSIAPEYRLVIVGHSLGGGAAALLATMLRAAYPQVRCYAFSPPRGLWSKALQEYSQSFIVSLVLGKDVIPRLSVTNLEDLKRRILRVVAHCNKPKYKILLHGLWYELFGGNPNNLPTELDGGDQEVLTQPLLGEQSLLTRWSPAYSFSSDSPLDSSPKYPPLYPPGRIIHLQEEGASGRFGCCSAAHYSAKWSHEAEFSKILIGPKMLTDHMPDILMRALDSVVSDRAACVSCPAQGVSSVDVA
# CAL PDZ FP: CAL PDZ peptide-binding inhibitors, primary screen, biochemical, fluorescence polarization, Cer-tagged CAL PDZ, HTS | purified CAL PDZ, TMR-peptide fluorescence polarization, 1 h | AID 504414, 2011 | 330,000 compounds, 0.02% hits | inhibition, % at 20 µM;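 active = highest replicate inhibition of at least 40%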;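 also: plate controls were DMSO neutral control wells for no effect and unlabeled competitor peptide control wells for full effect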
#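 System: purified tagged CAL PDZ domain construct (CerCALP). Schedule: 1 h incubation at room temperature before polarization reading. Medium: 25 mM sodium phosphate pH 7.4, 150 mM NaCl, TCEP, IgG, Thesit. Read-out: percent inhibition from loss of millipolarization. Measured by: FP readout, S and P plane fluorescence. Probe or stimulus: fluorescent TMR peptide probe.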
# Tat export inh: E. coli Tat export inhibitors, primary screen, MC4100, TorA-mCherry reporter, fluorescence, single point. inhibition, % at 10 µM. 340,000 compounds, 0.036% hits;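 active = mean replicate inhibition at least 50% and at least half of replicates individually reaching 50%; inconclusive = only one of the two criteria met; inactive = neither criterion met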;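 also: exported cargo escapes ClpAP degradation while cytoplasmic cargo is degraded and loses fluorescence; 0% = median of neutral control wells and 100% = median of NaSCN control wells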
# Ecoli viability: E. coli V3065 growth inhibition, primary screen, counter-screen for AddAB inhibitor project, absorbance, OD600 | inhibition, % at 11.9 µM | 18 h | 330,000 compounds, 0.27% hits;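 active = inhibition above the campaign's mean inhibition across all tested compounds plus 3 SD, cut at about 9.9% in these data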;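 also: uninfected addAB+ strain grown without phage in ampicillin broth; 0% = DMSO wells and 100% = ciprofloxacin 0.95 µg/ml wells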
# PvdQ inh: P. aeruginosa PvdQ acylase inhibitors, primary screen, biochemical, fluorescence, plate reader and imaging, single point; 340,000 compounds, 0.063% hits; purified PvdQ acylase; inhibition, % at 10 µM; PvdQ acylase [Pseudomonas aeruginosa LESB58]; in the data active = inhibition above about 30%, passing the limit was not always enough; inconclusive = no clear call, values can overlap the other calls;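 also: 0% = vehicle neutral wells and 100% = reference inhibitor wells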
# AddAB inh: growth inhibition of E. coli expressing H. pylori AddAB, primary screen, AddAB inhibitor project, absorbance. inhibition, % at 11.9 µM. 330,000 compounds, 0.29% hits. AID 435030, 2010; in the data active = inhibition above about 12%;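 also: 0% = vehicle wells of infected cells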
# Wnt act: Wnt/beta-catenin pathway activators, primary screen, cell-based, plate reader, single point; Wnt/beta-catenin reporter cell assay, activator; activation, % at 9.35 µM; 300,000 compounds, 1.2% hits; AID 743398, 2014; in the data active = activation above about 30%, passing the limit was not always enough; inconclusive = no clear call, values can overlap the other calls;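 also: 0% = neutral control wells and 100% = positive control wells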
# Starred values were filed as active, the others as inactive; ? = inconclusive; . = no result given.
SMILES,Rtt109 Vps75,phage Ecoli inh,PfHsp90 yeast 2,DAGLB inhibitor,CAL PDZ FP,Tat export inh,Ecoli viability,PvdQ inh,AddAB inh,Wnt act
O/N=C/c1ccccc1OCc1ccccc1F,4,2.9,-9,-5,-0.6,-2,-0.3,-12,2.7,1
COC(=O)CC1(C(=O)OC)Oc2ccc(Br)cc2C(=O)N1c1cccc(Cl)c1Cl (stereo unspecified),3,0.5,7,-6,1.0,5,-2.4,0,1.5,-2
CC(C)N(C(=O)[C@H]1C[C@H](CC(=O)NCc2ccco2)C(=O)N2CCc3c([nH]c4cc(CCC(=O)N(C)C)ccc34)[C@]12C)C(C)C,-5,2.5,-17,-1,0.7,-3,0.9,1,-0.6,-6
CCCOc1cc(C)nc(-c2ccccc2O)n1,-6,2.5,-6,-8,-0.5,-3,2.0,-11,-1.6,.
Cc1ccc(SCCC(=O)NNC(=O)c2ccccc2F)cc1,0,0.7,-11,0,0.4,-2,-1.0,-15,0.9,-3
Cc1ccc(N(CC(=O)N/N=C/c2cccs2)S(C)(=O)=O)cc1Cl,4,1.9,-6,-2,-1.9,-3,1.8,-11,1.6,0
COC(=O)c1cccc(NC(=S)NCCC2=CCCCC2)c1,20,0.1,1,2,-0.5,-6,3.0,13,2.4,.
COc1ccc(Cl)cc1C(=O)NNC(=O)c1nn(C)c(=O)c2ccccc12,8,3.2,-15,2,-1.4,-8,-4.0,-8,-5.0,-1
Cc1cccc(CC(=O)NC2CCN(C)CC2)c1,4,2.2,-6,1,0.9,-2,-0.8,-12,0.4,0
Cc1cc(=O)c(C(=O)O)c(C)n1-c1ccccc1,7,3.7,-1,0,-0.7,-10,.,5,.,-3
COC(=O)c1cn(CC(=O)Nc2ccc(OC)cc2)c2ccccc12,0,3.0,2,-6,-1.0,0,1.0,-12,5.3,1
O=C(Nc1nncs1)c1ccc(S(=O)(=O)c2ccccc2)cc1,9,4.7,.,-2,-0.7,-5,-2.4,7,2.3,.
CC(C)COC(=O)n1c(=O)oc2ccc(S(=O)(=O)N3CCCCC3)cc21,-6,2.0,4,1,-0.4,15,-0.6,-13,1.2,1
CCOC(=O)c1ccc(S(=O)(=O)NNS(=O)(=O)c2ccc(C)cc2)cc1,5,2.3,-6,-1,-0.5,-2,-0.6,5,0.0,-1
Cc1ccc(S(=O)(=O)N2CC(O)C2)cc1,-13,1.5,-10,-1,0.1,7,1.4,-7,5.0,4
CCN(CC)CCNCC(=O)Nc1ccc(Oc2ccccc2)cc1,1,-1.4,6,0,-0.2,-3,-0.3,-5,-2.5,3
O=C(NCc1ccccn1)c1cccc(NS(=O)(=O)c2ccc(Br)cc2)c1,3,3.3,10,3,-1.4,-4,2.1,-6,2.8,1
CCOCCCNC(=O)C(NC(=O)Cc1cccs1)c1ccc(C)cc1 (stereo unspecified),4,4.3,.,-2,0.4,-2,-1.8,11,3.0,-4
CC(CNC(=O)CCn1ccc2cc(S(=O)(=O)N3CCCC3)ccc21)c1ccccc1 (stereo unspecified),6,0.5,-62,2,-0.7,3,-2.7,-5,-1.0,-2
COc1ccc(NC(=O)c2ccc(NC(=O)CSc3nc(N)cc(=O)[nH]3)cc2)cc1,-8,-0.6,11,0,-0.8,-2,-2.1,-5,-3.1,3
NS(=O)(=O)c1ccc(NC(=O)COC(=O)COc2ccc(Cl)cc2)cc1,.,4.7,1,-2,-1.9,-4,0.3,5,3.7,-9
CN(C)S(=O)(=O)c1ccc(C(=O)OCCc2ccccc2)cc1,-8,1.2,16,-5,-2.9,-15,2.1,-7,3.9,0
CCn1c(C)c(C(C)=O)c(N2CCN(c3ccccc3)CC2)nc1=S,12,-0.2,-32,0,0.1,-4,0.2,-7,2.4,.
CCOC(=O)CSc1nc2ccccc2c(=O)n1CC,2,2.5,-19,-2,-0.4,3,-0.8,3,0.3,-4
COc1nc2ccccc2nc1N1CCN(c2ccc(F)cc2)CC1,1,0.4,-12,-10,-0.1,4,.,-9,.,2
Cn1cc([N+](=O)[O-])c(C(=O)N/N=C\c2c[nH]c3ccccc23)n1,1,0.2,9,0,-2.3,5,-0.3,-6,0.7,.
O=C(NCCN1CCCCC1)c1cc(Cl)ccc1Cl,1,1.8,-17,-1,-3.2,2,-1.6,-5,1.4,1
Cc1ccc(OCc2nnc(SCC(=O)Nc3ccc(N4CCOCC4)cc3)o2)cc1,-3,1.7,-2,-2,-1.6,2,-1.8,-11,0.2,-3
O=C(c1cc(-c2cccs2)nn1-c1ccccc1)N1CCN(S(=O)(=O)c2ccccc2)CC1,4,-1.6,0,-2,-2.5,-1,0.4,-5,0.5,-2
CCOc1ccc(-c2nnn(CC(=O)N3CCCC3)n2)cc1OCC,-15,-2.4,0,-7,-2.5,0,-0.2,1,0.3,.
CC(=O)N1CCCc2cc(S(=O)(=O)NCc3ccc(C)cc3)ccc21,0,1.1,-7,-1,-0.1,6,-0.2,-15,-1.4,.
CCN(CC)C(=O)N1CCN(S(=O)(=O)c2c(C)cc(C)cc2C)CC1,11,4.4,11,-1,-0.4,-8,-0.4,9,0.5,-2
O=C(COC(=O)c1ccc(S(=O)(=O)N2CCCC2)cc1)NCCc1ccc(F)cc1,-12,2.8,7,-4,-0.7,-1,2.4,-17,3.4,-1
O=C(N/N=C/c1ccc(Cl)cc1)c1sccc1OCc1ccc(F)cc1,-16,3.0,6,-4,-0.7,0,-1.1,1,1.1,.
O=C(CCN1C(=O)/C(=C/c2cccs2)SC1=S)Nc1ccc(C(=O)O)c(O)c1,27,2.4,6,11,-1.9,-3,3.3,2,1.5,-1
COC(C/C=C\[C@H](O)[C@H](C)OCc1ccccc1)OC,-1,3.0,.,-3,0.0,-4,-2.6,-15,3.0,2
O=C(NCCCN1CCOCC1)c1ccc(Sc2ccccc2Cl)c([N+](=O)[O-])c1,17,1.9,-21,3,-0.1,4,-2.3,-14,-1.4,-9
CC(CNS(=O)(=O)c1ccc2c(c1)NC(=O)CCS2)c1ccccc1 (stereo unspecified),4,2.4,-42,-1,-3.7,3,-2.5,-18,-0.5,-1
Nc1nc(N)nc(-c2ccc(Cl)c(Cl)c2)n1,0,5.6,-4,2,-0.9,6,5.0,-2,6.4,38*
COc1cc(/C=N/NC(=O)COc2ccc([N+](=O)[O-])cc2)ccc1OCC(=O)N1CCOCC1,-7,-0.2,-20,-3,-2.3,-9,-1.7,3,4.0,1
Cc1ccc(NC(=O)CN2C(=O)CNC2=O)cc1,-5,1.9,-18,-3,0.3,1,2.9,-8,2.5,4
CN(Cc1ccccc1)C(=O)c1cccc(NC(=O)Cc2ccc(NC(=O)C3CCN(C(=O)C4CCC4)CC3)cc2)c1,-2,0.1,4,-2,-0.3,3,.,-17,.,-3
O=C(N/N=C/c1c(F)cccc1Cl)c1cc(C2CC2)[nH]n1,-3,0.3,31,2,-3.9,-5,-3.2,-3,-1.5,15
COc1ccccc1C(=O)Nc1nnc(-c2ccc(Cl)cc2)o1,0,-0.5,-3,-7,-1.1,-3,-3.1,-18,-2.6,-4
CN(CC(=O)Nc1nc2ccccc2s1)S(=O)(=O)c1ccccc1,-6,2.9,11,-1,-2.0,-8,1.0,-19,3.2,-1
CCC(=O)Oc1ccc2c(=O)c(-c3ccc4ccccc4n3)c(CC)oc2c1C,3,0.5,-4,1,-1.1,-9,0.7,1,2.6,-3
CCn1c(SCC(=O)N2CCN(c3ccccc3)CC2)nc2c(c1=O)SC(C)C2 (stereo unspecified),9,5.0,-1,-2,-0.7,6,-2.3,-15,1.2,-3
Cc1coc2cc3oc(=O)c(CC(=O)N[C@@H](CC(C)C)C(=O)O)c(C)c3cc12,2,-1.4,-21,-1,-0.4,0,4.8,-6,2.4,0
Cc1ccccc1OCC(=O)Nc1nnc(S(=O)(=O)N2CCCC2)s1,4,2.4,11,3,0.0,3,1.0,-8,0.0,0
COc1ccc(NC(=O)C2CCCCN2N)cc1OC (stereo unspecified),-7,1.8,6,1,1.4,-9,0.4,8,-1.4,-5
O=C(CCSc1ccccc1)Nc1ccc(S(=O)(=O)Nc2ncccn2)cc1,2,1.7,-6,2,-0.8,-2,1.0,-14,3.0,-1
COc1ccc(COC(=O)c2n[nH]c3ccccc23)cc1F,-1,2.6,.,-12,-2.0,-6,2.7,6,2.4,?
CCCn1c(N)c(C(=O)NS(=O)(=O)c2ccc(C)cc2)c(=O)n(C)c1=O,1,2.9,11,-1,-3.6,4,3.6,-15,4.3,0
C/C(=N\NS(=O)(=O)c1c(C)cc(C)cc1C)c1ccncc1,0,1.6,-2,0,-2.6,5,0.8,-2,-1.2,3
COC(=O)C1=C(C)NC(=O)CC1c1ccccc1OC (stereo unspecified),11,2.3,9,-2,-0.3,-7,-1.6,1,2.4,-5
CCC(C)Sc1nc2c(c(=O)[nH]c(=O)n2C)n1Cc1ccc(Cl)cc1 (stereo unspecified),6,0.4,-16,4,-1.9,2,-1.3,11,1.1,.
CC(C)[C@H](NC(=O)c1cccc(S(=O)(=O)N2CCOCC2)c1)C(=O)Nc1nccs1,0,1.7,7,2,0.1,0,1.1,-14,4.0,2
CCCCNC(=O)CCCCCn1c(=O)[nH]c2cc(OC)c(OC)cc2c1=O,12,3.3,.,0,-0.7,11,-2.4,-8,-0.8,.
CCc1ccccc1NC(=O)COc1cccc2ccc(C)nc12,-2,2.0,.,-1,-1.1,6,-2.1,6,-2.5,-5
CCOC(=O)c1cc(-c2ccccc2)n(Cc2cc(CC)no2)n1,0,-0.8,4,4,0.4,3,-0.2,-1,6.0,-2
Cc1cccc(-n2c(O)c(C=Nc3ccc4c(c3)OCO4)c3ccccc3c2=O)n1,3,-0.5,-19,3,1.0,-2,-1.1,-13,0.6,.

# A section taken from the entries so far, as a working copy:
SMILES,Rtt109 Vps75,phage Ecoli inh,PfHsp90 yeast 2,DAGLB inhibitor,CAL PDZ FP,Tat export inh,Ecoli viability,PvdQ inh,AddAB inh,Wnt act
CCCCNC(=O)CCCCCn1c(=O)[nH]c2cc(OC)c(OC)cc2c1=O,12,3.3,.,0,-0.7,11,-2.4,-8,-0.8,.
CCc1ccccc1NC(=O)COc1cccc2ccc(C)nc12,-2,2.0,.,-1,-1.1,6,-2.1,6,-2.5,-5
CCOC(=O)c1cc(-c2ccccc2)n(Cc2cc(CC)no2)n1,0,-0.8,4,4,0.4,3,-0.2,-1,6.0,-2
Cc1cccc(-n2c(O)c(C=Nc3ccc4c(c3)OCO4)c3ccccc3c2=O)n1,3,-0.5,-19,3,1.0,-2,-1.1,-13,0.6,.

# Hits appear at their usual frequency (roughly 1.9% active in at least one column).
